Screening results from PubChem BioAssay.
SENP1 inh: SENP1 (human) catalytic domain inhibition; Q9P0U3; recombinant SENP1 catalytic domain, CyPet-SUMO1-YPet FRET cleavage; inhibition, % at 10 µM; 360,000 compounds, 0.21% hits; AID 624204;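 active = inhibition at least 30% at 10 µM, raw YFP signal under a set limit, fluorescence ratio 0.5 to 1.5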;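 note: 0% = enzyme with DMSO and 100% = no enzyme wells; some results filed as inactive read as strong as hits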
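Test system: hSENP1 catalytic domain, recombinant; Amount: 20 pM final SENP1 enzyme; Medium: Tris pH 8 buffer plus EDTA, NaCl, BME, BSA, NP40, catalase; Schedule: 50 min enzyme reaction, room temperature, light-protected; Technique: FRET fluorescence in CFP and YFP emission channels; Controls: no-enzyme wells low, DMSO-plus-enzyme wells high control.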
HKDC1 inhibitor: HKDC1 (human) hexokinase inhibition; AID 493160; recombinant HKDC1, G6PDH/diaphorase resazurin coupled fluorescence; inhibition, % at 20 µM; 340,000 compounds, 0.16% hits; Q2TB90;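 active = inhibition above about 35% when tested at 20 µM, limit read from the data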;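 note: plate controls were DMSO wells with enzyme for no effect and DMSO wells lacking enzyme for full effect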
Target sequence (Q2TB90 whole entry, looked up): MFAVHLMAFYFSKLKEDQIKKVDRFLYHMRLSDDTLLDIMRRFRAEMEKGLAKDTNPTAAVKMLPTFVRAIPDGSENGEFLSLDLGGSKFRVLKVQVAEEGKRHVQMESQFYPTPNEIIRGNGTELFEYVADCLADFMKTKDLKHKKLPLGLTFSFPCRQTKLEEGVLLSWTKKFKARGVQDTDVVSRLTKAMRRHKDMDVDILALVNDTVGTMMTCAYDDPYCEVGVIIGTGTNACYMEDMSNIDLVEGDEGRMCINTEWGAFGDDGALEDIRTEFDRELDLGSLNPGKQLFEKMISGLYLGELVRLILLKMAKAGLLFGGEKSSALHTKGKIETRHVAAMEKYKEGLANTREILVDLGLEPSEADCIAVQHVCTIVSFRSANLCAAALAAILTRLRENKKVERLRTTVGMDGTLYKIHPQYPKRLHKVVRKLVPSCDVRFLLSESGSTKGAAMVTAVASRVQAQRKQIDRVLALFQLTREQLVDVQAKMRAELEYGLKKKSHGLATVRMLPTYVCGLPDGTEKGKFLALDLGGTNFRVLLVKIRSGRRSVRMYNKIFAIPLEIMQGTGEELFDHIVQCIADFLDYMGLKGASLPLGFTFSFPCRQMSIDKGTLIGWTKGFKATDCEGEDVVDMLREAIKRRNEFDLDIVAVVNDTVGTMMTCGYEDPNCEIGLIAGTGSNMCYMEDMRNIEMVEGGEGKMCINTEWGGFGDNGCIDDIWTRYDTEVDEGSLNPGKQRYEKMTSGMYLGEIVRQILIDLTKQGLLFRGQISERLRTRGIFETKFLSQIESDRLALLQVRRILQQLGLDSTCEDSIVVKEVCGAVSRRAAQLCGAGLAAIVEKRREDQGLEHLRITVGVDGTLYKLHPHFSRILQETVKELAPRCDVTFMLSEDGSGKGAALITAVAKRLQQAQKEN
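System: Recombinant HKDC1 hexokinase | Amount: HKDC1 at 5 µg/mL | Reagent: Glucose with 1 mM ATP | Doses: Single 20 µM dose | Incubation: Reaction time 90 min, room temperature, protected from light | Signal: Coupled resazurin fluorescence, excitation 525 nm, emission 613 nm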
Apaf1 inhib: human Apaf-1 inhibition | O14727 | reconstituted apoptosome caspase-3 activity, DEVD-Rh110 fluorescence | inhibition, % at 20 µM | 330,000 compounds, 0.71% hits; active = inhibition of at least 40% at 20 µM;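 note: plate controls were DMSO wells for no effect and DEVD-CHO caspase inhibitor wells for full effect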
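Assay system – apoptosome proteins · Medium – Hepes buffer, pH 7.5 · Also added – cytochrome c with DEVD-Rh110 · Timing – 30 min compound preincubation, 50 min activation, room temperature · Detection – Rh110 fluorescence, excitation 480 nm, emission 540 nm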
PfGluPho inh: PfG6PD (Plasmodium falciparum) enzyme inhibition; PfGluPho enzyme, NADPH resazurin-diaphorase fluorescence; inhibition, % at 20 µM; 350,000 compounds, 0.78% hits; AID 504690;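 active = inhibition reaching at least a set limit at 20 µM in the primary screen, cut at about 59% in these data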;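 note: 0% = DMSO wells with substrate and 100% = DMSO wells lacking glucose-6-phosphate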
SENP7 block: blocks the human protease SENP7; inhibition, % at 5 µM; Q9BQF6; 330,000 compounds, 1.5% hits; recombinant SENP7, Z-RLRGG-aminoluciferin luminescence, 40 min;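 active = inhibition above about 50% at the single test dose, limit read from the data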;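 note: plate controls were DMSO with enzyme for no effect and no enzyme buffer wells for full effect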
SENP8 block-1: SENP8 (human) protease inhibition | Q96LD8 | recombinant SENP8, Nedd8 substrate fluorescence | inhibition, % at 20 µM | 360,000 compounds, 0.64% hits | AID 602440; in the data active = inhibition mostly above about 40%, no sharp cut-off; inactive = mostly below about 27%
Target sequence (Q96LD8 whole entry, looked up): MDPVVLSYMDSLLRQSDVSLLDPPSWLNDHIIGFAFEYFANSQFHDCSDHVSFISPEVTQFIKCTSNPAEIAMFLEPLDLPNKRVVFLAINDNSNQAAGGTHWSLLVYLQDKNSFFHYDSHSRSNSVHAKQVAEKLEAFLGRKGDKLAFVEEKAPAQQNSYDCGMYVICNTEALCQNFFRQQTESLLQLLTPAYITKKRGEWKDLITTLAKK
SENP6 inh: blocks the human protease SENP6. inhibition, % at 10 µM. AID 2599. Recombinant SENP6 catalytic domain, aminoluciferin luminescence. 330,000 compounds, 1.8% hits. Q9GZR1;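 active = inhibition above about 50% at the single tested dose, limit read from the data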;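 note: plate controls were DMSO wells with enzyme for no effect and DMSO wells lacking enzyme for full effect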
SENP8 block-2: SENP8 protease inhibition. purified SENP8, Z-RLRGG-aminoluciferin cleavage, luminescence. inhibition, % at 10 µM. 330,000 compounds, 1.2% hits. AID 2540; in the data active = inhibition above about 50%
Active calls of the source: *; i = inactive; x = not tested or not shown.

SMILES | SENP1 inh | HKDC1 inhibitor | Apaf1 inhib | PfGluPho inh | SENP7 block | SENP8 block-1 | SENP6 inh | SENP8 block-2
NC1=NC[C@H](Cc2ccc(O)cc2)N1CCc1cccc(F)c1 | 2 | 0 | -2 | -3 | 4 | 9 | -1 | 2
Cc1c(NC(=S)NCc2ccc(F)cc2)cccc1[N+](=O)[O-] | 2 | 4 | -4 | 1 | 1 | 15 | 7 | 2
CC1(C)OC(=O)C(=CNc2cccc(C(=O)O)c2)C(=O)O1 | 1 | -5 | -1 | -11 | -5 | -1 | -26 | -9
Cc1ccccc1NS(=O)(=O)c1ccc(N2CCCC2=O)cc1 | -1 | 3 | 1 | -3 | -10 | 14 | 5 | -9
COCCN(CC(=O)Nc1cccc(C)c1C)C(=O)c1cc2c(s1)CCC2 | -3 | 1 | -5 | 5 | -2 | -48 | 5 | 9
CN1CCSc2ccc(C(=O)Nc3cc(F)ccc3F)cc21 | -60 | 0 | -18 | 42 | 89* | -421 | 88* | 76*
CCN(CC(=O)NCc1cccs1)C(=O)/C=C/c1cc(OC)ccc1OC | -17 | -5 | -8 | 6 | 1 | i | -12 | -2
O=C(NCCCN1CCOCC1)c1onc(CSc2ccncc2)c1C(=O)NCCCN1CCOCC1 | 2 | -1 | 1 | -2 | -3 | 27 | 1 | -3
COc1cc(NC(=O)C2CCN(S(=O)(=O)c3cccs3)CC2)cc(OC)c1 | 0 | -2 | 12 | 7 | 8 | 5 | -1 | -18
CC(=O)Nc1ccc(-n2c(C)nc(=O)c(-c3ccccc3)c2C)cc1 | 0 | 0 | 9 | -6 | -12 | 9 | -25 | -11
O=C(Nc1nonc1NC(=O)C1CCCCC1)C1CCCCC1 | 0 | 1 | 8 | 1 | 3 | 11 | -2 | -1
CCOc1ccc(Nc2nc3ccccc3n2C)cc1 | 1 | -6 | -11 | 26 | -2 | 21 | -8 | 5
CCCNS(=O)(=O)c1cccc(C(=O)NNC(=O)c2cc(C)oc2C)c1 | -1 | 0 | 2 | -14 | 3 | 2 | 1 | 0
CN1c2ccsc2C(=O)/C(=C\Nc2cccc(C(F)(F)F)c2)S1(=O)=O | -9 | 3 | -22 | 6 | 4 | -135 | 4 | -1
COc1ccc(NC2=CC(c3cccc(OC)c3)N(c3ccc(OC)cc3)C2=O)cc1 (stereo not drawn) | 8 | -15 | 29 | 8 | -8 | 2 | 14 | -4
COCC1CCN(C(=O)c2ccc(OC3CCN(Cc4ccccn4)CC3)cc2)C1 (stereo not drawn) | -1 | -11 | -3 | 2 | 1 | -1 | 3 | 1
CC(C)(C)c1ccc(C(=O)NC(CC(=O)O)c2ccc(OC3CCCC3)cc2)cc1 (stereo not drawn) | 2 | 8 | 9 | -28 | 3 | 20 | -16 | -2
Cc1cc(NC(=O)Cn2nc3c(cc2=O)CCCC3)ccc1Br | -3 | -6 | 3 | -18 | -7 | 9 | 1 | -2
COc1ccc(N2C(=O)C(CC(=O)Nc3ccc(Cl)cc3)N(NC(=O)c3cccc(F)c3)C2=S)cc1 (stereo not drawn) | 0 | -3 | -7 | -19 | -3 | 20 | -4 | -1
CCC(=O)c1ccc(OCC(O)CN2CC(C)OC(C)C2)cc1 (stereo not drawn) | 3 | -2 | 1 | -9 | 10 | 28 | -2 | 2
Cc1ccc(O)c(N=CC2=C(O)c3ccccc3C2=O)c1 | 42* | 9 | 28 | 14 | 29 | 84* | 46 | 22
Cc1cc(Nc2ccc(F)cc2F)n2ncnc2n1 | 1 | -7 | -2 | 6 | 3 | 16 | -3 | 6
COc1ccccc1/C=C1\CCC(C2CCCC2)C1=O (stereo not drawn) | 1 | 3 | 8 | -3 | -9 | 14 | 7 | -1
CCOC(=O)COc1ccc2c(c1)c(C(C)=O)c(C)n2-c1ccccc1 | 2 | -1 | x | 21 | x | 1 | x | x
C=CCc1cccc2cc(C(=O)NC)c(=O)oc12 | -17 | -5 | 4 | -4 | -2 | -197 | -13 | 4
CCN=C1SC(CC(=O)NC(C)C)C(=O)N1CC (stereo not drawn) | -1 | 3 | 4 | -13 | 19 | 7 | 9 | 3
COC(=O)CCC(=O)Nc1ccc(OC)cc1 | 1 | -4 | -2 | 0 | 10 | 26 | -6 | -4
CN(CC(=O)NC1CC1)S(=O)(=O)c1cc(Cl)ccc1Cl | 0 | -5 | 0 | 1 | 3 | 3 | -7 | -10
O=C(CNCc1ccccc1)Nc1ccccc1-c1ccccc1 | 2 | -13 | 1 | -1 | -5 | 17 | 3 | -6
COc1cc(OC)nc(Oc2cc(/C=N/O)ccc2OC)n1 | 4 | -7 | -12 | -12 | -2 | 12 | -7 | 2
O=C(Cc1ccc(Cl)cc1)Nc1ccc(N2CCCC2)cc1 | -5 | -5 | 8 | 3 | -2 | -10 | -8 | -16
O=C(NC1CC1)c1sc2cc(F)ccc2c1Cl | 3 | 0 | -4 | -16 | 27 | 21 | 44 | 24
O=S(=O)(c1ccccc1)c1nc(-c2cccs2)oc1NCCCn1ccnc1 | -1 | 2 | 0 | -18 | 3 | -130 | 6 | 5
CCOC(=O)c1c(C)[nH]c(C)c1C(=O)COC(=O)c1cccnc1SC | 3 | -3 | -4 | 4 | 7 | -2 | -9 | 2
CCCCC(=O)Nc1c2c(nn1-c1ccc([N+](=O)[O-])cc1)CS(=O)(=O)C2 | 3 | -3 | 0 | -11 | -2 | 16 | 1 | -2
CC1=NN(C(N)=S)C(=O)C1N=Nc1cc(Cl)ccc1Cl (stereo not drawn) | 4 | -22 | 8 | -15 | -6 | -279 | 68* | 70*

Whole records, quoted from the list. Screens in order: SENP1 inh	HKDC1 inhibitor	Apaf1 inhib	PfGluPho inh	SENP7 block	SENP8 block-1	SENP6 inh	SENP8 block-2
COc1cc(NC(=O)C2CCN(S(=O)(=O)c3cccs3)CC2)cc(OC)c1 reads 0	-2	12	7	8	5	-1	-18
CCOC(=O)c1c(C)[nH]c(C)c1C(=O)COC(=O)c1cccnc1SC reads 3	-3	-4	4	7	-2	-9	2
Cc1cc(Nc2ccc(F)cc2F)n2ncnc2n1 reads 1	-7	-2	6	3	16	-3	6

(more compounds)
SMILES | SENP1 inh | HKDC1 inhibitor | Apaf1 inhib | PfGluPho inh | SENP7 block | SENP8 block-1 | SENP6 inh | SENP8 block-2
COc1cccc(CN2CC(C(=O)NCCn3ccc(C)n3)CCC2=O)c1 (stereo not drawn) | 2 | -3 | 6 | -5 | -10 | 10 | 3 | -13
CSc1c(-c2ccccn2)c(N)nn1C(=O)C1CC1 | 3 | -6 | 3 | 6 | 0 | 12 | -14 | -3
COCCn1nnnc1C(c1ccc(OC)cc1OC)N1CCN(c2ccccc2F)CC1 (stereo not drawn) | 2 | -3 | 5 | 1 | -3 | 15 | -22 | 3
COc1ccc(CN(CCC(C)C)S(=O)(=O)c2ccccc2Br)c(OC)c1 | -1 | 6 | 19 | -8 | 8 | 7 | x | x
Cc1ccc(N(CC(=O)NN=C2CCN(C)CC2)S(=O)(=O)c2ccccc2)c(C)c1 | 1 | -10 | 8 | 21 | 10 | 15 | -3 | 1
COCCn1c(SCC(=O)NC2(C#N)CCCCC2)nc2ccccc2c1=O | 2 | -1 | 10 | -12 | -9 | 8 | -20 | -14
O=C(NCc1ccccc1F)C12CC3CC(CC(C3)C1)C2 | 3 | -5 | -5 | -6 | 9 | 3 | -8 | -7
CCCOc1ccc(/C=C/C(=O)Nc2ccc([N+](=O)[O-])cc2C)cc1 | 0 | 5 | -1 | 18 | 5 | 22 | 2 | 5
COc1ccc(OCCn2c(=N)n(CCO)c3ccccc32)cc1 | 1 | 4 | 2 | -7 | -6 | 9 | 0 | -11
CC1=NNC(=O)C1CCC(=O)N/N=C/c1ccc(Cl)cc1 (stereo not drawn) | 0 | -8 | 8 | 5 | 1 | 4 | -17 | -11
O=C(/C=C/c1cn(CC(O)CN2CCCCC2)c2ccccc12)c1ccccc1 (stereo not drawn) | -35 | 1 | x | 9 | x | -234 | x | x
Cc1noc(C)c1-c1ccc2nc[nH]c(=O)c2c1 | 3 | 1 | -4 | 1 | 2 | 4 | -11 | 0

3 successive entries out of the list so far, for reference:
SMILES | SENP1 inh | HKDC1 inhibitor | Apaf1 inhib | PfGluPho inh | SENP7 block | SENP8 block-1 | SENP6 inh | SENP8 block-2
COc1cccc(CN2CC(C(=O)NCCn3ccc(C)n3)CCC2=O)c1 (stereo not drawn) | 2 | -3 | 6 | -5 | -10 | 10 | 3 | -13
CSc1c(-c2ccccn2)c(N)nn1C(=O)C1CC1 | 3 | -6 | 3 | 6 | 0 | 12 | -14 | -3
COCCn1nnnc1C(c1ccc(OC)cc1OC)N1CCN(c2ccccc2F)CC1 (stereo not drawn) | 2 | -3 | 5 | 1 | -3 | 15 | -22 | 3

Additional entries:
SMILES | SENP1 inh | HKDC1 inhibitor | Apaf1 inhib | PfGluPho inh | SENP7 block | SENP8 block-1 | SENP6 inh | SENP8 block-2
COc1ccc(CCC(=O)N2CCN(c3ccc([N+](=O)[O-])cc3)CC2)cc1OC | 0 | -2 | 1 | 16 | -9 | 26 | 1 | 5
COc1ccc(-n2c(CN3CCN(c4ccccc4OC)CC3)nc3ccc([N+](=O)[O-])cc3c2=O)c(OC)c1 | 1 | -2 | 14 | 24 | -2 | 21 | 5 | 9
COc1ccc(CCN2CC(C(=O)NCCc3ccc(C(F)(F)F)cc3)CCC2=O)cc1 (stereo not drawn) | -1 | 2 | -3 | -10 | -12 | 33 | -18 | -7
CC(=O)c1ccc(N2CCN(C(=O)c3cc(-c4cccnc4)nc4ccc(Br)cc34)CC2)cc1 | 1 | 0 | 21 | -4 | -11 | 5 | -18 | -13
C/C(=N\Nc1cccc(C(=O)O)c1)c1cc2ccccc2o1 | -8 | -3 | 13 | -9 | 1 | -23 | -12 | -5
COC(=O)/N=C(/Cc1ccc(OC)cc1)c1ccc(OC)cc1 | 2 | -4 | 9 | 11 | 94* | 6 | 96* | 92*
COc1cccc(-c2nnc3sc(-c4ccccn4)nn23)c1 | 0 | 6 | 12 | -5 | 14 | -25 | -18 | -4
CCOC(=O)c1c(-c2ccccc2)oc2ccc(OCC(O)CNCCN(C)C)cc12 (stereo not drawn) | 3 | 0 | 21 | 13 | -11 | -298 | 1 | -1
O=C(O)COc1ccc(NC(=O)c2ccc3c(c2)C(=O)N(C2CCCCC2)C3=O)cc1 | 3 | -2 | x | -12 | x | 16 | x | x
CCCC1CC(C(=O)Nc2ccccc2)C(=O)O1 (stereo not drawn) | 1 | 4 | -14 | 0 | -1 | 17 | 1 | 2
CCOC(=O)c1nn(-c2ccc(Cl)cc2)c2nc(Nc3ccccc3)cc(=O)n12 | 2 | -8 | 15 | -9 | -3 | -16 | -17 | -2
CCN(CC)S(=O)(=O)c1cc(OC)c(Cl)cc1Cl | 0 | -4 | 1 | -2 | 2 | 14 | 3 | -1
CC(=O)c1c(C)[nH]c(C(=O)CSc2nnc(C)s2)c1C | -2 | -10 | -3 | 32 | 6 | 8 | -14 | 2
O=C(c1ccc2c(c1)OCO2)N(Cc1ccco1)C1(C(=O)NC2CCCCC2)CCCCC1 | 2 | 2 | 15 | -1 | -1 | 30 | -11 | 6
Cc1ccc(-c2cc(NC(=O)c3ccccc3[N+](=O)[O-])n[nH]2)cc1 | 1 | 10 | 5 | 10 | 6 | 13 | -5 | -8
Cc1nc2ccc(F)cc2cc1C(=O)NC(C)C | -1 | 5 | 6 | 1 | -8 | 1 | 5 | -3
COC(=O)C1N2C(=O)[C@@H](NC(=O)COc3ccccc3)[C@H]2SC1(C)C (stereo partly drawn) | 3 | 0 | 10 | -4 | 3 | 1 | 1 | -12
